# Screening data deposited in PubChem BioAssay by Southern Research Specialized Biocontainment Screening Center.
# M. tuberculosis HTS – M. tuberculosis growth inhibition, HTS (AID 449762); M. tuberculosis H37Rv growth inhibition, 7H9 media; higher % means a stronger effect; inhibition, % at 25 µM, or IC50 in µM where a hit was titrated; 330,000 tested, 0.59% active; in the data active = a potency from the dose series; inconclusive = inhibition above about 70% without an active follow-up result;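 also: bacterial growth assessed after seven days of incubation; strong numbers were not always called active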
# PhoP GFP inhibition – PhoP regulon inhibitors, Salmonella typhi PhoP promoter GFP reporter, confirmatory (AID 1850); inhibition, % at 50 µM, or IC50 in µM where a hit was titrated; 310,000 tested, 0.33% active; Salmonella Typhi PhoP-promoter GFP reporter, fluorescence, 4 h; higher % means a stronger effect; in the data active = a potency from the dose series; inconclusive = inhibition mostly from about 25% at the one dose, without a potency; inactive = the rest, 99 in 100 with inhibition below about 19%;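 also: 0% = induced wells with vehicle and 100% = uninduced wells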
# tuberculosis growth – growth inhibition of non-replicating M. tuberculosis (AID 488890); 320,000 tested, 0.39% active; Mycobacterium tuberculosis non-replicating, growth inhibition; higher % means a stronger effect; inhibition, % at 25 µM, or IC50 in µM where a hit was titrated; in the data active = a potency from the dose series; inconclusive = inhibition mostly from about 82% at the one dose, without a potency; inactive = the rest, 99 in 100 with inhibition below about 76%;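 also: plate controls were DMSO cells for no effect and high antibiotic wells for full effect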
# H1N1 NS1A inhibition – NS1A inhibition, H1N1 influenza, cell based functional assay (AID 504329) | 340,000 tested, 0.3% active | inhibition, % at 12.5 µM, or IC50 in µM where a hit was titrated | NS1A functional cell-based assay, percent inhibition; higher % means a stronger effect; in the data active = a potency from the dose series; inconclusive = inhibition above about 27% without an active follow-up result; also: strong numbers were not always called active
# inhibitors of VEEV – inhibitors of VEEV TC-83 cytopathic effect, confirmation, Vero cells (AID 588727); 350,000 tested, 0.13% active; Vero cells, VEEV TC-83 cytopathic effect inhibition; higher % means a stronger effect; inhibition, % at 20 µM, or IC50 in µM where a hit was titrated; in the data active = a potency from the dose series; inconclusive = inhibition mostly from about 14% at the one dose, without a potency; inactive = the rest, 99 in 100 with inhibition below about 12%; also: strong numbers were not always called active
# inhibitors of VEEV 10K pilot screen – also measured in inhibitors of VEEV; calls as there; inhibition, %; measured here: 10K pilot screen inhibition
# Starred values were filed as active, the others as inactive; i = inactive; ? = inconclusive; / = not tested or not shown.
SMILES,M. tuberculosis HTS,PhoP GFP inhibition,tuberculosis growth,H1N1 NS1A inhibition,inhibitors of VEEV,others
COCC(C)NC(=O)CCc1nnc(C2(c3ccc(Cl)cc3)CCC2)o1 (stereo not given),0%,-7%,-27%,7%,i,
COc1ccc(/C=C/C(=O)NC(=S)NCCc2ccc(OC)c(OC)c2)cc1,11%,2%,20%,-12%,i,
COc1ccc(S(=O)(=O)N(Cc2ccccc2)Cc2nc(-c3ccccc3)no2)cc1,-3%,1%,4%,3%,3.1%,
CCC(=O)NC(=S)Nc1ccc(S(=O)(=O)NC(C)C)cc1,-2%,-7%,22%,-8%,i,
CN(C(=O)CCN1C(=O)c2ccccc2C1=O)C1CCCCC1,-4%,6%,1%,4%,i,
NS(=O)(=O)c1ccc(CNC(=S)NCc2ccc(F)cc2)cc1,6%,-6%,18%,-13%,4.2%,
CC1CC(C)CN(C(=O)COc2ccc([N+](=O)[O-])cc2Cl)C1 (stereo not given),9%,-8%,19%,0%,4.9%,
Cc1ccc(C(=O)C(C(=O)/C=C/c2ccccc2)=C2SCCCS2)cc1,-10%,-8%,64%,15%,7.7µM*,
CCOC(=O)N1CCN(C(=O)c2ccc3nc4cc(Cl)ccc4c(=O)n3c2)CC1,0%,7%,7%,-3%,3.4%,
CCOC(=O)C(CO)NC(=O)C1(NC(C)=O)CCCC1 (stereo not given),/,/,/,-24%,0.7%,
O=C1NC(=O)C(Cc2ccccc2)C(=O)N1,/,/,/,-11%,1.2%,
NNc1ncnc2sc3c(c12)CCC3,?,10%,-5%,3%,3.6%,
O=C(CN1CCN(C(=O)COc2cccc(F)c2)CC1)Nc1ccc(Cl)c(C(F)(F)F)c1,49µM*,/,40%,-9%,5.3%,
Cc1ccc(NC(=O)Cc2cn3ccsc3n2)nc1,-3%,-3%,3%,14%,0.1%,
CCNC(=S)NNC(=O)C(c1ccccc1)c1ccccc1,3%,-10%,-12%,5%,i,
Cc1c(N=Cc2c(O)n(C)c(=O)[nH]c2=O)c(=O)n(-c2ccccc2)n1C,-1%,11%,-15%,/,0.1%,
O=C(Cc1ccccc1F)Nc1ccc(S(=O)(=O)Nc2ncccn2)cc1,0%,3%,30%,2%,3.3%,
C[C@@]12CCC3[C@@](CCC4[C@@]3(C)CCC[C@@]4(C)C(=O)N3CCCCC3)(CC1=O)C2 (stereo not given in full),-10%,/,12%,-1%,i,inhibitors of VEEV 10K pilot screen=0.1
COc1ccc(-c2c(C)oc3ccc(C)cc23)cc1,1%,-5%,6%,-2%,3.8%,
CN1C(=O)c2ccccc2N(C)C1c1ccc2c(c1)OCO2 (stereo not given),2%,2%,-10%,-5%,0.4%,
CCOc1ccccc1CN(CCc1ccc2c(c1)OCO2)Cc1ccccn1,5%,7%,27%,7%,0.5%,
Cc1ccc(-n2c(O)c(C=NC3CCS(=O)(=O)C3)c3ccccc3c2=O)cc1 (stereo not given),4%,-3%,2%,18%,i,
CCCCCn1c(=O)[nH]c2cc(C(=O)N3CCN(C(=O)OCC)CC3)ccc2c1=O,5%,-14%,21%,-3%,3.8%,
O=C(OCC(=O)N1CCN(c2ccccc2)CC1)c1ccccc1[N+](=O)[O-],11%,-3%,13%,0%,3.0%,
c1cc(-c2noc(CC3CCCCC3)n2)ccn1,-1%,3%,?,3%,1.2%,
CC1=C(C(=O)Nc2ccc([N+](=O)[O-])cc2)C(c2cccc(C(F)(F)F)c2)NC(=S)N1c1ccccc1 (stereo not given),?,-6%,13%,3%,i,
O=C(C[n+]1cccc(CNC(=O)c2ccc(OC(F)F)cc2)c1)Nc1ccc(SC(F)F)cc1,?,83µM*,?,4%,i,
CC(=O)NCCNC(=O)c1ccc(NC2=NC3CS(=O)(=O)CC3S2)cc1 (stereo not given),-6%,-8%,-20%,-12%,i,
Cc1ccc(C(=O)Nn2cnc3scc(-c4cccs4)c3c2=O)c(O)c1,-1%,-1%,27%,-8%,i,
Cn1ncc(Br)c1C(=O)NC12CC3CC(CC(C3)C1)C2,-1%,-7%,13%,-3%,0.1%,
COc1ccccc1NC(=O)C1=C(C)NC2=C(C(=O)CCC2)C1c1ccc(C)o1 (stereo not given),-10%,-18%,-5%,-3%,i,
CCCNc1nc2c(c(=O)n(C)c(=O)n2C)n1CCCc1ccccc1,5%,9%,-4%,-2%,0.5%,
Cc1oc(=O)cc(OCc2ccccc2)c1C,/,/,/,-22%,i,
CC(C)NCC(=O)C12CC3CC(CC(C3)C1)C2,4%,9%,-12%,-2%,0.5%,
CC(C)C(CCNCc1ccccn1)c1ccc(Cl)cc1 (stereo not given),-1%,-1%,?,-18%,0.4%,
COCCNC(=O)C(c1ccncc1)N(Cc1ccccc1)C(=O)Cn1nnc2ccccc21 (stereo not given),0%,-3%,-15%,-5%,i,
COc1ccc(C(=O)Nc2ccc(S(=O)(=O)Nc3nccc(C)n3)cc2)cc1OC,-3%,4%,38%,-1%,1.3%,
Cc1ccc(/C=C2\Oc3c(ccc(O)c3CN3CCN(CCO)CC3)C2=O)cc1,4%,-11%,58%,-17%,0.4%,
CCCS(=O)(=O)N1CCC(C(=O)N2CCC(Cc3ccccc3)CC2)CC1,4%,9%,-1%,-6%,i,inhibitors of VEEV 10K pilot screen=0.4
COc1ccc(/C=C2\SC(=S)N(CCCCCC(=O)Nc3cc(C)on3)C2=O)cc1OC,4%,0%,4%,-2%,1.9%,
CCOc1ccccc1NC(=S)N1CCCCCC1,3%,-5%,37%,2%,1.8%,
COc1ccc(NC(=O)CCCn2cc([N+](=O)[O-])cn2)cc1,?,10%,37%,-3%,0.4%,
O=c1[nH]ncc(N2CCCC2)c1Cl,-2%,-5%,6%,8%,i,
Cc1noc(C)c1S(=O)(=O)N1CCC(C(=O)NC2CCN(Cc3ccccc3)CC2)CC1,-9%,-3%,13%,-2%,0.1%,
O=C(NCCCN1CCN(c2ccccc2F)CC1)C1CCC(=O)N1C1CCCC1 (stereo not given),0%,2%,/,-6%,1.6%,
COc1cc2c(cc1OC)CC1(CCCCC1)N=C2,-3%,2%,3%,-8%,0.9%,
O=C(c1ccc(Br)o1)N1CCC(Cc2ccccc2)CC1,-12%,-9%,3.8µM*,-7%,3.0%,
CC(c1ccccn1)N(CCN(C)C)C(=S)Nc1cccc(F)c1 (stereo not given),6%,-12%,15%,44%,1.6%,
CN(CC(O)COCc1ccc2c(c1)OCO2)C1CCCCC1 (stereo not given),4%,-3%,9%,-11%,1.0%,
O=C(CCNS(=O)(=O)c1ccc2[nH]c(=O)oc2c1)Nc1ccccc1,19%,9%,0%,-2%,9.8%,
# The list continues.
SMILES,M. tuberculosis HTS,PhoP GFP inhibition,tuberculosis growth,H1N1 NS1A inhibition,inhibitors of VEEV,others
CC(C)N(CCCNC(=O)Cn1c(=O)c2cccn2c2ccc(F)cc21)Cc1ccccc1,9%,3%,26%,5%,i,
O=C(Oc1cc2oc(=O)c3c(c2cc1Cl)CCCC3)c1cccs1,10%,-6%,65%,5%,1.0%,
Oc1ccc(N2CCN(c3nc(-c4cccs4)nc4ccccc34)CC2)cc1,?,-2%,6%,4%,8.4%,
CC(C)CCNc1c(-c2cccs2)nc2ccccn12,5%,6%,59%,5%,3.4%,
CCN(c1ccc(NC(=O)COC(=O)CCC(=O)c2ccc(F)cc2)cc1)C(C)C,59%,3%,71%,11%,4.4%,
Cc1ccccc1NC(=O)NNC(=O)OC(C)(C)C,-5%,20%,6%,-11%,0.1%,
CCOC(=O)N(NC(=O)C(O)(CC(C)C)CC(C)C)c1ccccc1,-2%,-9%,18%,6%,i,
O=C(Nc1cccc(O)c1)c1cc(-c2ccccc2Cl)on1,64%,6%,?,-4%,3.2%,
O=S1(=O)CCN(c2ccccc2CC(c2c[nH]c3ccccc23)c2c[nH]c3ccccc23)CC1,/,/,/,-9%,7.8%,
CCN(CC)C(=O)Cn1ccc(NC(C)=O)nc1=O,4%,14%,-32%,-13%,1.1%,

# Compounds above that have a CF3 group:
SMILES,M. tuberculosis HTS,PhoP GFP inhibition,tuberculosis growth,H1N1 NS1A inhibition,inhibitors of VEEV,others
O=C(CN1CCN(C(=O)COc2cccc(F)c2)CC1)Nc1ccc(Cl)c(C(F)(F)F)c1,49µM*,/,40%,-9%,5.3%,
CC1=C(C(=O)Nc2ccc([N+](=O)[O-])cc2)C(c2cccc(C(F)(F)F)c2)NC(=S)N1c1ccccc1 (stereo not given),?,-6%,13%,3%,i,

# Next part:
SMILES,M. tuberculosis HTS,PhoP GFP inhibition,tuberculosis growth,H1N1 NS1A inhibition,inhibitors of VEEV,others
Nc1c(N=Nc2ccccc2F)c(=O)[nH]n1-c1ccccc1,2%,1%,3%,4%,1.1%,
CC(=NNC(=O)c1ccc(NS(=O)(=O)c2ccc(Br)cc2)cc1)c1cccnc1,9%,/,4%,-11%,2.9%,
Cc1nn(C)c(Sc2ccccc2N)c1[N+](=O)[O-],31%,14%,18%,-4%,3.4%,
CC1CCc2c(sc3ncnc(NCCCOC(C)C)c23)C1 (stereo not given),53µM*,3%,42%,10%,0.3%,inhibitors of VEEV 10K pilot screen=0.1
CC(=O)Nc1ccc(S(=O)(=O)N2CCC(C(=O)NC3CC3)CC2)cc1,1%,-10%,21%,-2%,0.3%,
O=C(CN1CCCc2ccccc21)N/N=C/c1ccc(F)cc1F,0%,8%,8%,2%,2.9%,
CC1CN(C(=O)c2cccc(S(=O)(=O)N3CCOCC3)c2)CC(C)O1 (stereo not given),-2%,-13%,-17%,-3%,0.2%,
O=C(O)Cc1csc(Nc2cccc(Cl)c2)n1,2%,-3%,11%,-8%,0.6%,
Cc1cc(Cl)c2oc(C(=O)N3CCCCC3CCN3CCCC3=O)c(C)c2c1 (stereo not given),-9%,-9%,16%,5%,8.9%,
O=C(C1CC1)N1CCc2sccc2C1c1ccc(Cl)cc1 (stereo not given),-5%,5%,26%,-1%,1.0%,
CCCc1cc(C(=O)Nc2nnc(C)s2)cs1,0%,-13%,28%,-4%,1.0%,
Cc1ccc(CN2CCN(Cc3c[nH]c4ccccc34)CC2CCO)o1 (stereo not given),-11%,8%,18%,2%,0.4%,
C=C1CCN([C@H](C(=O)O)C(C)C)S(=O)(=O)c2ccccc21,1%,-8%,-8%,-2%,1.9%,
CCNC(=O)c1sc(=S)n(CC)c1N,5%,7%,5%,17%,1.1%,
CCC(CO)Oc1cc(NC(=O)c2cccc(C)c2)c2ncn(C(C)C)c2c1 (stereo not given),-7%,/,39%,7%,9.6%,inhibitors of VEEV 10K pilot screen=8.7
Cc1ccc(S(=O)(=O)N2CCN(c3ncnc4ccccc34)CC2)cc1,6%,/,30%,-12%,4.3%,
N#C/C(=C\c1cccs1)C(=O)NCc1cccnc1,0%,-3%,4%,-6%,0.4%,
COc1ccc(-n2c(C)cc(C(=O)COC(=O)c3ccc(O)cc3O)c2C)cc1,?,/,70%,-5%,?,
CCC1=C2CC[C@H]3C(=O)N(CC)C(=O)[C@H]3[C@H]2[C@@]2(Cc3ccccc3)C(=NCc3ccccc3)OC(=O)N2C1=O,0%,-13%,0%,4%,0.1%,
CCOC(=O)C(CC)(CCC(=O)OC)c1csc(Nc2ccccc2O)n1 (stereo not given),-5%,-14%,-4%,/,/,

# Molecules listed so far that contain bromine (3):
SMILES,M. tuberculosis HTS,PhoP GFP inhibition,tuberculosis growth,H1N1 NS1A inhibition,inhibitors of VEEV,others
Cn1ncc(Br)c1C(=O)NC12CC3CC(CC(C3)C1)C2,-1%,-7%,13%,-3%,0.1%,
O=C(c1ccc(Br)o1)N1CCC(Cc2ccccc2)CC1,-12%,-9%,3.8µM*,-7%,3.0%,
CC(=NNC(=O)c1ccc(NS(=O)(=O)c2ccc(Br)cc2)cc1)c1cccnc1,9%,/,4%,-11%,2.9%,

# Continued:
SMILES,M. tuberculosis HTS,PhoP GFP inhibition,tuberculosis growth,H1N1 NS1A inhibition,inhibitors of VEEV,others
Cc1ccc(-n2nc3c(c2NC(=O)C(C)C)CS(=O)(=O)C3)cc1,5%,0%,5%,-3%,1.6%,
COc1ccccc1N1CCN(C(=O)c2cc3cc(Br)ccc3oc2=O)CC1,0%,-3%,17%,-1%,2.0%,
COc1ccccc1OCCNC(=O)C(CCSC)NC(=O)c1ccccc1Cl (stereo not given),0%,0%,-1%,4%,1.5%,
O=C1NCCN(Cc2ccc(Cl)c(F)c2)C1CC(=O)N1CCc2ccccc2C1 (stereo not given),-1%,1%,-2%,-3%,0.8%,
CC1=NN(c2cccc(Cl)c2)C(=O)C12CC(C)=C(C)CS2 (stereo not given),7%,-12%,28%,-15%,2.8%,
CCS(=O)(=O)c1ncc(Cl)c(C(=O)Nc2ccc(S(=O)(=O)N(C)c3ccccc3)cc2)n1,-2%,-21%,7.2µM*,9%,9.2%,
COc1ccc(OC)c(S(=O)(=O)N2CCC(C(=O)NCCc3ccccc3)CC2)c1,0%,9%,-7%,1%,1.0%,
